Screening results as filed in PubChem.
M1 PAM parental – nonselective calcium activators in parental CHO-K1 cells, primary screen, counter-screen for M1 PAM project, cell-based, Fluo-8 calcium fluorescence, full deck, 1536-well; activation, % at 3 µM; AID 602247, 2012; 0.02% of 360,000 active; ATP EC20; 0% at ATP EC20, 100% at ATP max;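 active = activation above the run cutoff, the mean activation of all test compounds plus 3 SD, cut at about 40% in these data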;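 note: peak over basal fluorescence ratio in a 140 s read after ATP addition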
GPR7 antagonist – GPR7 receptor antagonists, primary screen, cell-based, fluorescence, single concentration | 1.1% of 290,000 active | GPR7-expressing cells, fluorescence antagonist assay | inhibition, % at 4.4 µM | Neuropeptides B/W receptor type 1 (Homo sapiens), P48145 | AID 1861, 2009; in the data active = inhibition above about 16%, passing the limit was not always enough;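 note: cells stimulated with the agonist NPW; 0% = agonist with vehicle and 100% = vehicle without agonist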
Target sequence (P48145 whole entry, looked up): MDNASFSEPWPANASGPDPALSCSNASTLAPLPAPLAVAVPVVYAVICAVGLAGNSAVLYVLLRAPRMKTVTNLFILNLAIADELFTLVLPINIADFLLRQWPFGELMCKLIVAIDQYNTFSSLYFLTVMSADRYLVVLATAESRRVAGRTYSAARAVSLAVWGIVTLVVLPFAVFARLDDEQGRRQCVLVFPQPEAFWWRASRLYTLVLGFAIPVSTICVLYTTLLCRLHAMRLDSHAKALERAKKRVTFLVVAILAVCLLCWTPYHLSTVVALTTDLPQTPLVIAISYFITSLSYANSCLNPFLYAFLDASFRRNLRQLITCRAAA
OXTR ag – human OXTR agonists, primary screen, fluorescence, CHO-OTR cells, Fluo-8 calcium; AID 2435, 2010; 0.32% of 320,000 active; activation, % at 3 µM; Fluo-8 calcium fluorescence; normalized: DMSO 0%, oxytocin 100%; Oxytocin receptor (Homo sapiens), P30559;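 active = activation above the mean of all tested compounds plus 3 SD, cutoff set per screening run, cut at about 20% in these data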;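 note: peak over basal fluorescence ratio from a 100 s FLIPR kinetic read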
CHO-K1 Ca ag – counter-screen for M1 agonists: effect in parental CHO-K1 cells; AID 602248, 2012; 0.48% of 360,000 active; Fluo-8 calcium fluorescence; scaled to maximal ATP response, vehicle zero; activation, % at 3 µM; in the data active = activation above about 15%;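 note: untransfected CHO-K1 host cells lacking M1 receptor as counterscreen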
TAAR1 antag – human TAAR1 antagonists, primary screen, Fluo-8 calcium fluorescence, CHO RD-HGA16 cells | Trace amine-associated receptor 1 (Homo sapiens), Q96RJ0 | antagonist | inhibition, % at 3 µM | 1.5% of 360,000 active;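 active = inhibition above a per-plate cutoff, the mean inhibition of test compounds on that plate plus 3 SD, cut at about 49% in these data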;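 note: 0% = DMSO plus EC80 beta-PEA response and 100% = DMSO alone without agonist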
Target sequence (Q96RJ0 whole entry, looked up): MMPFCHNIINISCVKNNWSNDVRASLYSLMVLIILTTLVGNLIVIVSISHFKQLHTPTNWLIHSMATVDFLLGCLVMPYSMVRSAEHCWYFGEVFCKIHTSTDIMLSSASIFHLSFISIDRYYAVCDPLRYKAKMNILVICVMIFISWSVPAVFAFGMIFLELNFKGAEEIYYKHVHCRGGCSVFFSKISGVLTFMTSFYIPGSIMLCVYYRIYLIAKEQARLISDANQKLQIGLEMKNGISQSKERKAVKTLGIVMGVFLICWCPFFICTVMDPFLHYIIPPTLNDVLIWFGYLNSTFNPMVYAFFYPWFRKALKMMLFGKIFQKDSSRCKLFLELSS
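System: CHO RD-HGA16 cells bearing hTAAR1. Reagent: EC80 β-phenethylamine stimulus. Schedule: seeding 17-24 h prior, 75-min 37 °C, 30-min RT dye loading. Signal: Fluo-8 intracellular calcium dye fluorescence, real-time kinetic reads. Read-out: % inhibition from peak post-agonist over basal fluorescence ratio. Benchmarks: vehicle wells and EC80 agonist wells. Replicates: n of 1.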
CHO parental Ca – ATP-evoked calcium signal inhibitors, parental CHO, primary screen, counter-screen for OX1R antagonist project, cell-based, fluorescence, Fluo-8 calcium dye; parental CHO-K1, ATP-induced calcium, Fluo-8 fluorescence; inhibition, % at 5.6 µM; 0.63% of 330,000 active; AID 463079, 2010;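 active = inhibition above that plate's mean sample inhibition plus 3 SD, cut at about 26% in these data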;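 note: 0% = ATP-challenged DMSO wells and 100% = DMSO wells without ATP; some compounds past the cut are filed as inactive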
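Test system: parental CHO cells; detection: calcium-sensitive Fluo-8 fluorescence; evaluation: percent inhibition of calcium signal; also added: ATP as calcium-mobilizing challenge; repeats: one well per compound; control set: ATP-challenged DMSO wells low, unchallenged DMSO wells high; compound: single nominal dose of 5.6 µM per compound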
OXTR potentiator – human OXTR potentiators, primary screen, fluorescence, CHO-OTR cells, Fluo-8 calcium; Oxytocin receptor (Homo sapiens), P30559; Fluo-8 calcium fluorescence, potentiator mode; 0% = oxytocin EC15, 100% = EC100; activation, % at 3 µM; 0.061% of 320,000 active; AID 2445, 2010;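 active = activation above that plate's cutoff, the mean activation of tested compounds plus 3 SD, cut at about 6.6% in these data, passing the limit was not always enough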;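 note: 100% uses oxytocin at 75 nM as the full agonist control; some results filed as inactive read as strong as hits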
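Material: CHO-OTR cells, human receptor; compound dosing: single dose, 3.0 µM nominal final compound concentration; schedule: 6 min compound pre-incubation at room temperature, 100 s kinetic read; measured by: kinetic Fluo-8 calcium fluorescence; read-out basis: % activation vs EC15 and EC100 oxytocin; controls: EC15 oxytocin alone as 0%, 75 nM oxytocin as 100%; replicates: singlicate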
V1aR counter – agonists of human V1a receptor, primary screen, counter-screen for OXTR agonist project, fluorescence, CHO-V1R cells. Fluo-8 calcium fluorescence, agonist mode; 0% DMSO, 100% 3 nM vasopressin. 0.25% of 320,000 active. activation, % at 3 µM. Vasopressin V1a receptor (Homo sapiens), P37288. AID 2797, 2010;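 active = activation above the mean activation of all tested compounds plus 3 SD, per screening run, cut at about 20% in these data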;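 note: signal is peak over basal fluorescence ratio across a 100 second FLIPR read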
Target sequence (P37288 whole entry, looked up): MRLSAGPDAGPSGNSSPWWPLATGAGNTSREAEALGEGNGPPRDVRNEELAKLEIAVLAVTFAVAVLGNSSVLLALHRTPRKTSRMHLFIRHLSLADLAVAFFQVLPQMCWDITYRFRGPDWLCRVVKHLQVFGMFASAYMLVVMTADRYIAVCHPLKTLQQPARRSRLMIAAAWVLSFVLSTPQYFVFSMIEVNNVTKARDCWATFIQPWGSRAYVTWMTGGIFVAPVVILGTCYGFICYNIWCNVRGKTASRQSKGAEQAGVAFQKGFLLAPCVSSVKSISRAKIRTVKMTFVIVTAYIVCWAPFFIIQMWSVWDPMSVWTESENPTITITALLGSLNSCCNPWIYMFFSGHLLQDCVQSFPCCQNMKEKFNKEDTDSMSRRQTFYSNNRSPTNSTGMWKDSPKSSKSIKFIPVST
CHO-K1 Ca antag – counter-screen for M1 antagonists: effect in parental CHO-K1 cells | ATP-induced calcium, Fluo-8 fluorescence | 0.6% of 360,000 active | inhibition, % at 3 µM;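 active = inhibition above a per-plate cutoff, the plate's mean sample inhibition plus 3 SD, cut at about 24% in these data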;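 note: 0% = DMSO plus EC80 ATP and 100% = DMSO alone without ATP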
* = called active by the depositor; / = no result given.

SMILES | M1 PAM parental | GPR7 antagonist | OXTR ag | CHO-K1 Ca ag | TAAR1 antag | CHO parental Ca | OXTR potentiator | V1aR counter | CHO-K1 Ca antag
COc1cc(C(O)c2nc(-c3cccc(F)c3)cs2)ccc1F (stereo unspecified) | -8 | / | / | 2.3 | 3 | / | / | / | 4
O=c1c2[nH]c3ccc(F)cc3c2ncn1CC1CCCO1 (stereo unspecified) | 5 | -7 | 0.5 | 0.4 | / | -9 | -1 | -0.1 | -13
O=C1C2CCCCC2C(=O)N1c1ccc(S(=O)(=O)Nc2ncccn2)cc1 (stereo unspecified) | 13 | -13 | 0.7 | 1.8 | -14 | -2 | -2 | 0.8 | -24
COc1ccc(-c2oc3cc(OC)c(O)c(OC)c3c(=O)c2OC)cc1O | 4 | -16 | -0.7 | 1.6 | 33 | -10 | 1 | -1.6 | 10
COc1ccc(NC(=O)CCN2CCC(C)CC2)cc1 | 8 | -10 | 2.3 | 0.5 | 1 | 2 | -4 | 0.4 | -5
Nc1ccc2c(c1)N1CCN=C1S2 | -5 | -6 | -0.1 | 0.1 | 8 | -14 | -7 | -0.1 | 14
CC(C)CCNC(=O)COc1ccc2c3c(c(=O)oc2c1)CCC3 | -6 | 8 | 0.2 | -0.5 | -11 | -17 | -6 | 0.2 | 6
Cc1noc(C)c1C(=O)N1CCC1(C)C(=O)NS(=O)(=O)c1cccc(F)c1 (stereo unspecified) | -1 | / | / | -0.3 | -8 | / | / | / | 6
COc1cc2sc3ccc(-c4ccc(CN5CCOCC5)cc4)cc3c(=O)c2cc1OC | 0 | / | 1.7 | 0.7 | 18 | -25 | 0 | 0.4 | -8
CCO[C@@H]1OC(C(=O)NC2CC2)=C[C@H](C(C)(C)C)[C@H]1CCCO | 0 | / | 1.4 | 0.4 | 3 | -6 | -1 | 0.3 | -8
CCOc1ncccc1C(=O)OC(C)C(=O)Nc1ccc(Cl)cn1 (stereo unspecified) | -27 | / | / | 0.0 | -12 | / | / | / | 11
CSCC(=O)Nc1nc(-c2ccc3c(c2)OCCO3)cs1 | 11 | -2 | -1.7 | 1.8 | 1 | -8 | -12 | -0.4 | -11
CC1(C)[C@@H](O)CC[C@]2(C)C3C(O)C=C4[C@H]5C[C@@](C)(C(=O)O)CC[C@]5(C)CC[C@]4(C)[C@]3(C)CC[C@@H]12 (stereo partly specified) | / | / | 0.9 | / | / | -8 | -1 | 0.8 | /
COc1cc(C(=O)NNC(=O)C2CC=CCC2C(=O)O)cc(OC)c1OC (stereo unspecified) | 18 | 9 | -0.4 | 0.3 | 10 | -4 | -6 | -0.2 | -7
COc1ccc(OC)c(NC(=O)CSc2nnc(CCCO)n2-c2ccccc2)c1 | 8 | -12 | -0.9 | 0.3 | -2 | -6 | -2 | 0.1 | -15
O=C(NNC1=C(C(=O)C(F)(F)F)CCC1)c1ccc(Cl)cc1 | 8 | 6 | -0.5 | -0.1 | 16 | -10 | -3 | -1.0 | 0
O=C(c1cccn(Cc2cccc(Cl)c2)c1=O)N1CCOCC1 | 20 | 7 | 0.9 | 0.0 | 7 | 7 | 0 | -0.6 | -6
O=C(O)CCC1OC(=O)C(O)=C1c1ccccc1 (stereo unspecified) | 0 | / | -0.3 | -0.2 | -8 | -1 | -6 | -0.1 | 12
CCCc1cc(N2CCCC2)n2nc(C)c(-c3ccccc3)c2n1 | 4 | 0 | 0.2 | -0.3 | -18 | -9 | -12 | -0.1 | -5
CCOC(=O)c1c(NC(=O)COC(=O)C2CC2C)sc(C)c1C (stereo unspecified) | -8 | -11 | -1.2 | -0.4 | -3 | -34 | -6 | -1.2 | -14
C/C(N)=C(/C#N)C(=O)CSc1nnc(NC(C)C)s1 | 22 | -9 | 0.2 | 0.6 | -4 | -6 | 2 | 1.7 | -23
Cc1ccnc(N=Cc2c(O)ccc3oc4c(c23)CCCC4)c1 | / | -1 | -0.5 | / | / | -12 | -1 | -0.1 | /
CC1Cc2ccccc2N1CC(=O)Nc1cccc(S(N)(=O)=O)c1 (stereo unspecified) | 7 | -16 | 4.2 | 0.5 | -16 | -12 | 0 | 1.6 | -9
O=C(/C=C/c1c(F)cccc1Cl)c1ccc(O)cc1 | 16 | 7 | 0.6 | 1.4 | -26 | 10 | -4 | -0.8 | -10
O=C1N[C@@H](Cc2c[nH]c3ccccc23)COC(=O)[C@H](Cc2ccc(F)cc2)C/C=C\C[C@@H]1CC(=O)N(CCO)Cc1ccccc1 | 13 | / | 0.4 | -0.4 | 34 | -10 | -9 | 0.3 | 2
Cc1nn(-c2ccccc2)c(C)c1/C=N/Nc1nc2ccccc2[nH]1 | 13 | -16 | -1.6 | 1.1 | 17 | -17 | -9 | -0.5 | -2
O=C(NC(=S)N(Cc1ccccc1)c1ccccn1)C1CC1 | -5 | -7 | 0.0 | -0.4 | -6 | -6 | -11 | -0.1 | 1
N#Cc1ccc(-c2ccco2)nc1SCc1ccccc1 | 14 | -1 | -0.1 | 0.8 | -7 | 21 | -8 | -0.3 | -7
CCCCCn1nc(C(=O)N2CCc3ccccc32)c2ccccc2c1=O | 5 | / | -1.4 | -0.1 | -5 | -26 | -1 | -0.5 | -14
CSc1nc(-c2ccccc2)nn1S(=O)(=O)c1ccc(Cl)cc1 | 27 | -3 | 0.6 | 1.2 | -5 | -8 | 0 | 0.2 | -15
Cc1sc(NC(=O)CN(Cc2ccccc2)C(=O)C(C)C)c(C(N)=O)c1C | 2 | -4 | 0.5 | 2.2 | -6 | -8 | 4 | 0.4 | 13
C[C@H](NC(=O)c1nc[nH]c1C(=O)N1CCN(C(=O)OC(C)(C)C)CC1)C(=O)OCc1ccccc1 | 24 | -5 | 0.7 | 1.1 | 7 | -12 | 4 | 0.1 | -20
CCCNc1c(NC(=O)C2CCC(C)CC2)c(=O)oc2ccccc12 (stereo unspecified) | 3 | 3 | -0.1 | 1.4 | -9 | -13 | -5 | 0.3 | -17
CC(C)(C)OC(=O)N1CCC(C(=O)N2CCCCCC2)CC1 | 18 | 1 | 0.3 | 0.3 | 4 | -10 | -10 | 0.8 | -5
CC(C)[C@H](NC(=O)OC(C)(C)C)c1nnc(S(=O)(=O)Cc2c(F)cccc2Cl)o1 | 10 | / | -0.9 | 3.7 | 13 | 23 | -6 | -0.3 | -2
O=C(Cc1cccs1)NC1CCCC1 | -6 | 4 | 0.2 | -0.3 | 20 | -18 | -6 | -0.2 | 10
C#CCSc1nnc(-c2sc3ccccc3c2Cl)o1 | 9 | 6 | -0.8 | 0.6 | -8 | -12 | -2 | 0.2 | -28
COc1cccc(C(=O)Cn2c(=N)n(C)c3ccccc32)c1 | 21 | -3 | -2.6 | 0.1 | -1 | -21 | -13 | -1.4 | -12
O=C(COc1ccc2c(c1)OCO2)Nc1cccc(F)c1 | 11 | -6 | 3.0 | 1.4 | 11 | -10 | -5 | 3.7 | -13
CC(C)C(=O)N=c1sc2cc(F)cc(F)c2n1C | 26 | -4 | -2.6 | -0.1 | -15 | -3 | -2 | -1.2 | -6
Cc1cc(C)n(C)c(=O)c1C#N | 14 | -7 | 0.2 | 2.3 | 1 | -5 | -5 | -0.7 | -13
CC(c1ccccc1)n1cc(C(=O)NCc2ccccn2)nn1 (stereo unspecified) | 11 | -6 | 1.9 | 0.5 | -2 | 0 | -3 | 2.5 | -10
CCOC(=O)C1CCN(S(=O)(=O)c2c[nH]c(=O)[nH]c2=O)CC1 | 23 | / | 1.4 | 0.3 | -22 | -12 | -1 | 3.3 | -3
CCOc1ccc(S(=O)(=O)N2CCC(C(=O)N3CCOCC3)CC2)cc1Cl | 17 | -9 | 2.9 | 1.5 | 1 | 0 | -2 | 4.1 | -13
CCOC(=O)c1c(C)n(C(=O)c2ccco2)c(=O)n1C(=O)c1ccco1 | 22 | 6 | -0.4 | 1.7 | -2 | 1 | -8 | -0.3 | -10
Cc1cc(C)cc(NC(=O)N2CCC(c3nc4ccccc4o3)CC2)c1 | 11 | -10 | -1.0 | 0.4 | 2 | -17 | -4 | 0.5 | -3
CCN(c1cccc(C)c1)S(=O)(=O)c1ccc(OC)c([N+](=O)[O-])c1 | -23 | -6 | -2.1 | -0.6 | -6 | -10 | -14 | 2.5 | 17
O=C(N=Nc1c(O)[nH]c2ccc(Cl)cc12)c1cc(-c2cccs2)nc2ccccc12 | 26 | -3 | -0.8 | 0.2 | 0 | -2 | 3 | -0.1 | -12
COc1ccc(S(=O)(=O)NCC(=O)Nc2ccc(F)cc2)cc1 | 5 | / | -0.7 | -0.1 | -11 | -6 | -6 | -0.2 | 6
CC(=O)Nc1nc2c(s1)CCc1ccccc1-2 | -4 | -12 | -2.0 | 1.1 | -32 | -4 | -7 | -1.0 | 1
CC(C)CN(C(=O)C1CCC1)c1c(N)n(Cc2ccccc2)c(=O)[nH]c1=O | 5 | / | 0.1 | 2.5 | -5 | -6 | 1 | 0.8 | -2
Cc1cccc(-c2cc(C(=O)N3CCCc4ccccc43)c3ccccc3n2)c1 | -9 | 2 | -1.9 | 0.1 | -4 | -27 | -8 | -0.7 | 2
Nc1c(-c2ccccc2)cnn1-c1cccc(Cl)c1 | 11 | 25 | -1.9 | 0.1 | -6 | -14 | -4 | -1.0 | -15
COc1ccc(S(=O)(=O)N(C)C[C@H]2Oc3ccc(NC(=O)Cc4ccccc4)cc3C(=O)N([C@H](C)CO)C[C@@H]2C)cc1 | 14 | / | -1.1 | -0.1 | 19 | -19 | -1 | 0.6 | -4
CC(C)CCCC(C)NS(=O)(=O)Cc1ccccc1 (stereo unspecified) | -9 | 1 | -2.5 | -0.3 | -1 | -7 | -4 | -1.4 | 6
Cc1cccc(C)c1NC1=NC2(CCCCC2)N=C(N)N1 | 20 | -8 | 0.1 | 0.4 | -11 | 0 | 1 | 0.5 | 5
CCC(NC(=O)c1ccccc1NC(=O)c1ccco1)C(=O)NNC(=O)c1ccncc1 (stereo unspecified) | -10 | 1 | -0.8 | -0.2 | -8 | -25 | -9 | -0.8 | 3
